High-throughput results deposited in PubChem BioAssay by Sanford-Burnham Center for Chemical Genomics.
SENP1 FRET inh: human SENP1 catalytic domain inhibitors, primary screen, biochemical, FRET, uHTS. Sentrin-specific protease 1 (Homo sapiens), Q9P0U3. recombinant SENP1 catalytic domain, CyPet-SUMO1-YPet FRET cleavage. inhibition, % at 10 µM. hit rate 0.21% among 360,000. AID 624204, 2012;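 active = inhibition at least 30% at 10 µM, raw YFP signal under a set limit, fluorescence ratio 0.5 to 1.5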;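 also: 0% = enzyme with DMSO and 100% = no enzyme wells; some results filed as inactive read as strong as hits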
Target sequence (Q9P0U3 419-644 limits assumed): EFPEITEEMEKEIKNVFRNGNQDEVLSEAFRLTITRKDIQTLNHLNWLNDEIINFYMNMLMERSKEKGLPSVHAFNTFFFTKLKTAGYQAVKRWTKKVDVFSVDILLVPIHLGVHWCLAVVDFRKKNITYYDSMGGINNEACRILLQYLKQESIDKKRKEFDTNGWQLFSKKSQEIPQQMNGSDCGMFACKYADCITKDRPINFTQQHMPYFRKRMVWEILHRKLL
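Compound: 10 µM single point, 0.5% DMSO; Test system: hSENP1 catalytic domain, recombinant; Timing: 50 min reaction at room temperature; Technique: FRET, CFP and YFP emission; Control set: no-enzyme wells low, DMSO-plus-enzyme wells high control.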
SENP6 block: SENP6 protease inhibitors, primary screen, biochemical, luminescence, uHTS | Sentrin-specific protease 6 (Homo sapiens), Q9GZR1 | Recombinant SENP6 catalytic domain, aminoluciferin luminescence | inhibition, % at 10 µM | hit rate 1.8% among 330,000 | AID 2599, 2010;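 active = inhibition above about 50% at the single tested dose, limit read from the data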;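 also: plate controls were DMSO wells with enzyme for no effect and DMSO wells lacking enzyme for full effect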
PfG6PD inh: PfG6PD enzyme inhibitors, primary screen, biochemical, fluorescence intensity, uHTS. glucose-6-phosphate dehydrogenase-6-phosphogluconolactonase (Plasmodium falciparum 3D7). PfGluPho enzyme, NADPH resazurin-diaphorase fluorescence. inhibition, % at 20 µM. hit rate 0.78% among 350,000. AID 504690, 2011;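 active = inhibition reaching at least a set limit at 20 µM in the primary screen, cut at about 59% in these data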;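 also: 0% = DMSO wells with substrate and 100% = DMSO wells lacking glucose-6-phosphate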
ATG4B inh: ATG4B protease inhibitors, primary screen, biochemical, fluorescence, uHTS | inhibition, % at 8.33 µM | AID 504462, 2011 | hit rate 0.51% among 340,000 | Cysteine protease ATG4B (Homo sapiens), Q9Y4P1 | ATG4B cleavage of LC3-PLA2, NBD-HPC fluorescence, 1 h; in the data active = inhibition above about 40%
NR3A LBD binder: binders of NR3A ligand-binding domain, primary screen, biophysical, differential scanning fluorimetry, uHTS; hit rate 2.5% among 340,000; NR3A LBD differential scanning fluorimetry, Tm shift; 0% = protein alone, 100% = glycine-bound protein; Tm shift relative to glycine control, % at 25 µM;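 active = melting temperature shift of at least 10% of the positive control shift, at one fixed dose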
SENP8 inh: human SENP8 protease inhibitors, primary screen, biochemical, fluorescence, Nedd8 protein substrate, uHTS; hit rate 0.64% among 360,000; AID 602440, 2012; inhibition, % at 20 µM; recombinant SENP8; Sentrin-specific protease 8 (Homo sapiens), Q96LD8; in the data active = inhibition mostly above about 40%, no sharp cut-off; inactive = mostly below about 27%
Target sequence (Q96LD8 whole entry, looked up): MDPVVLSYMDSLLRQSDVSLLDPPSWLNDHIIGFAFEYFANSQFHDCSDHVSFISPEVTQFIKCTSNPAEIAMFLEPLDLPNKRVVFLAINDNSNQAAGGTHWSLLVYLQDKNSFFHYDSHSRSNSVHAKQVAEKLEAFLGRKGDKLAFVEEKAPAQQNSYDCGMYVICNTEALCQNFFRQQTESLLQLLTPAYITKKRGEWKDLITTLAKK
hIAP act: human IAP activators, primary screen, biochemical, luminescence, uHTS | hit rate 0.16% among 330,000 | AID 2524, 2010 | purified human IAP, CDP-Star luminescence, 30 min; active compounds read high; 1 = vehicle-only enzyme, 0 = enzyme-free background | activation factor at 10 µM | Intestinal-type alkaline phosphatase (Homo sapiens), P09923;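 active = activation factor of the enzyme at least 2-fold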; also: the source names both 10 and 20 µM as test concentration; values of inactives mirror those of a sister screen read the other way
Target sequence (P09923 whole entry, looked up): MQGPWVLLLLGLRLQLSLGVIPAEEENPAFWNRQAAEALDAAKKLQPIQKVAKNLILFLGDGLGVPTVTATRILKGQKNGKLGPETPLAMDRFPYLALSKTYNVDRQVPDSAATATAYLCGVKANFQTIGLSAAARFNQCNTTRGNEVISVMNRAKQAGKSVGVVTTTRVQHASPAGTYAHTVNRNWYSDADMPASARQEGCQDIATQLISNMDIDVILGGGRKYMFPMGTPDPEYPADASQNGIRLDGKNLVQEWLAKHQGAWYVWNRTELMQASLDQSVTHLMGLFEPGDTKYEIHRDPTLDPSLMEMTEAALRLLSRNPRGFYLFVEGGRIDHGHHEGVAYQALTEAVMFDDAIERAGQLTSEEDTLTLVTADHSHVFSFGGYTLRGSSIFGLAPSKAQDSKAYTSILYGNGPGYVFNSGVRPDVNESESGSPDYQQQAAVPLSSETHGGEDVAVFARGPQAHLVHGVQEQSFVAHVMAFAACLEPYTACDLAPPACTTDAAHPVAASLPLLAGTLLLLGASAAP
MPTP block: mitochondrial permeability transition pore inhibitors, primary screen, biochemical, isolated mouse mitochondria, absorbance. hit rate 1.4% among 360,000. AID 602449, 2012. Ca2+ swelling absorbance, 30 min. inhibition, % at 10 µM;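 active = inhibition of 50% or more, scaled per plate between neutral and stimulator controls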;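 also: 0% = DMSO wells given calcium and 100% = 1 mM EGTA wells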
* = called active by the depositor; i = inactive; nt = not tested or not shown. Outcome played no part in choosing rows; 6.7% or so of the library scored in one or more.

Compound | SENP1 FRET inh | SENP6 block | PfG6PD inh | ATG4B inh | NR3A LBD binder | SENP8 inh | hIAP act | MPTP block
CC(=O)Nc1ccc(-c2csc(N/N=C(/C)c3ccccc3)n2)cc1 | -6 | -14 | 38 | -9 | -11 | -36 | 0.88 | 1.1
CN1CCN(C(=O)CN(C)S(=O)(=O)c2cc(Cl)ccc2Cl)CC1 | 2 | -13 | -8 | 6 | -4 | 6 | 0.95 | 0.1
O=C(NCC(c1ccco1)N1CCOCC1)c1c(F)cccc1F (stereo not given) | 0 | -16 | 8 | 1 | 1 | 9 | 0.99 | -0.7
O=C(O)COc1ccccc1/C=N/NC(=O)CSc1nc2ccccc2s1 | 2 | -1 | -5 | -7 | 0 | 17 | 0.97 | -0.6
COc1ccc(-c2cc(C)no2)cc1S(=O)(=O)NCCCN1CCCCCC1 | -22 | -11 | -11 | 2 | 1 | 17 | 1.2 | -0.3
CC(=O)N1CC(C)Oc2ccc(S(=O)(=O)NC(CC(=O)O)c3ccc(C)cc3C)cc21 (stereo not given) | 2 | -1 | -37 | 7 | 2 | 6 | 1 | -0.4
O=C(Nc1ccccn1)c1ccc(Cl)s1 | 2 | 60* | 12 | -6 | 1 | 6 | 1.1 | -1.8
Cc1c(N(C(=O)c2cnccn2)C2(C(=O)NC3CCCC3)CCCCC2)c(=O)n(-c2ccccc2)n1C | 2 | 6 | 4 | -14 | -2 | 28 | 0.96 | 0.3
COc1ccc(/C=C2\SC(N)=NC2=O)cc1 | 0 | 10 | 7 | -6 | -1 | -4 | 1.3 | 0.1
COC(=O)C1=C(C)Nc2nnnn2C1c1cccs1 (stereo not given) | 2 | -1 | 7 | -3 | -3 | 4 | 1.1 | 1.9
COc1ccc(OC)cc1 | 3 | -4 | -5 | -16 | -3 | 37 | 1 | -0.6
C=CCn1c(SCCOc2ccc(OC)cc2)nnc1C(C)NC(=O)c1ccc(OC)cc1 (stereo not given) | 2 | -7 | 20 | -1 | 3 | 12 | 1.1 | -1.5
COc1ccccc1CC(=O)Nc1cccc(C)n1 | -1 | 3 | 2 | -7 | 0 | 5 | 0.99 | -0.3
S=C(NCC1CCCO1)N1CCN(c2ccccc2)CC1 (stereo not given) | -1 | 0 | 15 | -2 | -3 | 8 | 1.1 | -1.2
O=C(NCCCN1CCOCC1)c1cc(-c2ccc(F)cc2)on1 | 1 | -14 | -7 | 2 | 0 | 12 | 1 | 3.3
Cc1ccc(NC(=S)N/N=C2\CC3CC=CC23)c(C)c1 (stereo not given) | 0 | -26 | 10 | -1 | 0 | 1 | 1.1 | -2.0
Cc1cccc(NC(=O)C2CCCN(C(=O)NCc3ccccc3)C2)c1C (stereo not given) | 2 | 8 | 4 | 13 | 0 | -4 | 0.92 | 0.3
O=C(O)COn1c(-c2ccccc2)nc2ccc(Cl)cc21 | 2 | -18 | 16 | -4 | 2 | -4 | 0.88 | 0.3
Cc1ccc(C)c(OC(=O)c2cncc(Br)c2)c1 | 1 | -19 | -10 | 2 | 0 | 7 | 1.1 | -0.3
COc1cccc(NC(=O)CSc2ccc3nnc(-c4ccccn4)n3n2)c1 | -2 | -3 | -1 | -4 | -1 | -11 | 1 | 0.8

Compound | SENP1 FRET inh | SENP6 block | PfG6PD inh | ATG4B inh | NR3A LBD binder | SENP8 inh | hIAP act | MPTP block
O=C(Cc1ccc(Cl)cc1)N1CCC2(CC1)NCCc1[nH]cnc12 | -1 | -19 | -8 | -9 | 1 | 5 | 1.1 | -1.7
CCCCCCC1CC(=O)NC(=S)N1 (stereo not given) | 2 | -1 | 3 | -2 | -3 | 14 | 1.1 | -3.6
CCC/C(O)=N\S(=O)(=O)c1ccc(N=NN(C)C)cc1 | 2 | 2 | -9 | -1 | 2 | 26 | 1 | 0.8
CCOc1ccc(N/C(C)=C\C(=O)c2ccc3c(c2)OCCO3)cc1 | 5 | -17 | 16 | 0 | 2 | 19 | 1 | 0.0
CN(C(=O)c1ccc(NC(=O)Cc2ccc(NC(=O)C3CCN(C(=O)C4CCCC4)CC3)cc2)cc1)C1CC1 | 3 | -2 | -10 | -3 | 1 | 1 | 1.1 | 1.0
CCCC(=O)O[C@]1(C(=O)CO)CC[C@H]2[C@@H]3CCC4=CC(=O)CC[C@]4(C)[C@H]3[C@@H](O)C[C@@]21C | -2 | -6 | -8 | -10 | -2 | 2 | 1.1 | 0.2
CCOC(=O)c1c(C)[nH]c(C)c1C(=O)COC(=O)/C=C/c1ccco1 | -2 | -5 | 82* | -2 | -1 | -4 | 1.1 | 0.8
Cc1nc(-c2ccccc2)sc1C(=O)CSc1ccc(Cl)cc1 | -1 | -6 | -4 | 7 | -2 | 13 | 1.1 | 2.1
CC1CCCC(NC(=O)COC(=O)c2cccc(NS(=O)(=O)/C=C/c3ccccc3)c2)C1C (stereo not given) | 1 | -4 | -2 | 0 | 5 | 6 | 1 | 16
CC1CN(c2nc3ccccc3nc2SCC(=O)Nc2ccc(F)cc2)CC(C)O1 (stereo not given) | -4 | 1 | 24 | -14 | 3 | -130 | 0.97 | 0.1
Cc1cc(C)cc(CC2CC(=O)N(c3ccc([N+](=O)[O-])cc3)C2=O)c1 (stereo not given) | 1 | -9 | -7 | 2 | 3 | 30 | 1.2 | 0.8
CC1(CCc2ccccc2)NC(=O)N(CC(=O)N2CCc3ccccc32)C1=O (stereo not given) | 0 | nt | -12 | nt | nt | 19 | nt | 0.4
COCCNC(=O)CSc1nc2nc(C)cc(C)n2n1 | 1 | -9 | 9 | -6 | -3 | 13 | 0.8 | -0.9
CSc1nc2sc3c(c2c(=O)[nH]1)CCC3 | -2 | -2 | 30 | -6 | -1 | -53 | 0.9 | -0.9
Cc1cc(OCC(=O)N2CCCC2)cc(C)c1Cl | 1 | -21 | -6 | -6 | -1 | 10 | 0.96 | 10
CCOC(=O)C1CCCN(Cc2nc(N)nc(Nc3ccc(OC)cc3)n2)C1 (stereo not given) | -14 | -9 | 4 | -17 | 0 | 9 | 0.9 | -0.4
COC(=O)[C@H](CCSC)NC(=O)Cn1cnc(C(=O)Nc2ccc(C)c(C)c2)n1 | 2 | nt | -6 | -1 | 13* | 8 | nt | -0.5
COC(=O)CSc1nnc(-c2sc3cc(OC)ccc3c2Cl)n1C | 0 | -19 | -8 | -1 | -1 | 4 | 1 | 1.1
CC(=O)N/N=C/c1cc(C)n(-c2ccc(Br)cc2)c1C | -3 | 4 | 4 | 6 | 5 | 7 | 1.1 | 0.5
NC(=O)c1cccc(NC(=O)CCCCC(=O)Nc2cccc(C(N)=O)c2)c1 | 0 | -9 | 7 | -6 | 7 | 14 | 0.95 | -0.7

Compound | SENP1 FRET inh | SENP6 block | PfG6PD inh | ATG4B inh | NR3A LBD binder | SENP8 inh | hIAP act | MPTP block
CN1C(=O)c2ccc(NC(=O)c3c(F)c(F)c(F)c(F)c3F)cc2C1=O | 0 | 2 | -13 | 5 | -7 | i | 1 | 2.6
O=C(COC(=O)CNC(=O)c1ccccc1F)Nc1ncc(Cl)cc1Cl | -5 | -11 | 4 | 1 | 1 | -4 | 0.84 | -3.2
COc1ccc(NS(=O)(=O)c2cccc(-c3n[nH]c(=S)n3Cc3ccccc3)c2)cc1 | 3 | -21 | 9 | -14 | -6 | 0 | 0.99 | -1.2
Nc1ncnc2nc(SCC(=O)Nc3cccc(C(F)(F)F)c3)[nH]c12 | 0 | 2 | 5 | -4 | -20 | -11 | 1.2 | 1.4
CCOC(=O)C1CCN(C(=O)c2c(-c3c(Cl)cccc3Cl)noc2C)CC1 | 1 | -31 | -17 | -3 | -3 | 13 | 1.1 | -1.0
O=C(O)CC1S/C(=N/N=C/c2ccc(Br)cc2)N(c2ccccc2)C1=O (stereo not given) | 3 | -13 | 9 | -14 | 0 | 8 | 0.92 | -1.2
O=C(COC(=O)Cc1ccc(Br)cc1)Nc1ccc(N2CCOCC2)cc1 | 4 | 8 | -7 | -2 | -2 | 7 | 0.85 | -1.9
C=CCNC(=S)Nc1ccc(Br)cc1F | 1 | -2 | 2 | -2 | 0 | 18 | 1.1 | 8.9
c1ccc(-n2ncc3c(N4CCCCC4)ncnc32)cc1 | -22 | 84* | 6 | -5 | -1 | 0 | 0.83 | -1.1
CN(CC(=O)Nc1c(Cl)cccc1Cl)C(=O)Cn1[nH]c(=O)c2ccccc2c1=O | 1 | -3 | 6 | -6 | -3 | 13 | 0.88 | 0.7
Oc1ccccc1Cn1c(-c2ccccc2O)nc2ccccc21 | 2 | -9 | -3 | -3 | 0 | -296 | 1 | 44
COc1cc(C(=O)Nc2ccccc2N2CCOCC2)ccc1OCc1c(C)noc1C | 0 | -13 | -8 | -3 | 12* | 4 | 0.86 | -0.3
C=CCn1c(CNC(=O)c2ccco2)nnc1SCC(=O)N1c2ccccc2Sc2ccccc21 | 2 | -22 | -5 | 6 | -2 | 8 | 0.89 | 0.5
Cc1ccc(OCC(=O)Nc2ccc3c(c2)C(=O)NC3=O)c(C)c1 | 1 | -3 | -5 | 0 | 0 | -392 | 1 | 0.4
COc1ccc(N2C(=NC(=O)C3CCCCC3)SC3CS(=O)(=O)CC32)cc1OC (stereo not given) | 0 | 1 | 0 | -1 | 0 | 3 | 0.97 | 0.4
Cc1ccc(/C=C/C2=NN(Cc3ccccc3)C(=O)CC2)cc1 | 2 | -28 | 21 | 4 | 3 | -3 | 0.78 | -1.5
CCn1c(=O)n(CC)c2cc(NS(=O)(=O)c3ccccc3)ccc21 | 0 | 9 | 19 | -1 | 2 | 10 | 1 | -1.6
O=C(N/N=C/c1cccnc1)c1ccccc1Br | 0 | -1 | -11 | 11 | -2 | -1 | 1 | -0.8
O=C(NCCN1C(=O)S/C(=C\c2ccc(OC(F)F)cc2)C1=O)c1cnccn1 | -1 | -1 | 18 | 0 | 10 | 9 | 1.1 | -7.0
CCOc1ccc(N2CC(C(=O)Nc3ccccc3N3CCCC3)CC2=O)cc1 (stereo not given) | -2 | 3 | -12 | 3 | -2 | 6 | 1.3 | 0.6

For convenience, three of the compounds above:
Compound | SENP1 FRET inh | SENP6 block | PfG6PD inh | ATG4B inh | NR3A LBD binder | SENP8 inh | hIAP act | MPTP block
CC(=O)Nc1ccc(-c2csc(N/N=C(/C)c3ccccc3)n2)cc1 | -6 | -14 | 38 | -9 | -11 | -36 | 0.88 | 1.1
CN1CCN(C(=O)CN(C)S(=O)(=O)c2cc(Cl)ccc2Cl)CC1 | 2 | -13 | -8 | 6 | -4 | 6 | 0.95 | 0.1
O=C(NCC(c1ccco1)N1CCOCC1)c1c(F)cccc1F (stereo not given) | 0 | -16 | 8 | 1 | 1 | 9 | 0.99 | -0.7

Continuation.
Compound | SENP1 FRET inh | SENP6 block | PfG6PD inh | ATG4B inh | NR3A LBD binder | SENP8 inh | hIAP act | MPTP block
c1ccc(-n2nnnc2SCc2ccccn2)cc1 | 0 | -12 | 3 | 10 | 0 | 9 | 0.93 | -1.0
O=C(CSc1nnnn1Cc1ccccc1)Nc1ccccc1 | 2 | -11 | 6 | 6 | -1 | 20 | 1 | 0.2
Cc1cccc(NC(=O)c2c(C)nc3ccccn23)c1 | 1 | -47 | 5 | 12 | -3 | 11 | 0.98 | -1.5
c1cncc(-c2nc3cc4ccccc4cc3[nH]2)c1 | -14 | 90* | 62* | -16 | 22* | -263 | 1 | 2.0
